D1 ag: activates the human D1 dopamine receptor. P21728. HEK293 T-REx D1 cells, calcium flux, agonist mode. activation, % at 2 µM. 360,000 compounds, 1% hits; in the data active = activation above about 30%; also: 0% is about no effect
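Tetracycline-induced HEK293 TREx D1 cells, force-coupled to calcium signalling, were dye-loaded with a no-wash calcium kit. Compound was pin-added after a 10 s baseline. Fluorescence was read kinetically at 1 cycle/s for 180 s, with calcium rises flagged as agonism.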
D2 antagonist: antagonizes the human D2 dopamine receptor | P14416 | HEK293 TREx D2 cells, calcium flux, dopamine EC80 | inhibition, % at 10 µM | 340,000 compounds, 2% hits; in the data active = inhibition above about 30%; also: 0% is about no effect
Target sequence (P14416 whole entry, looked up): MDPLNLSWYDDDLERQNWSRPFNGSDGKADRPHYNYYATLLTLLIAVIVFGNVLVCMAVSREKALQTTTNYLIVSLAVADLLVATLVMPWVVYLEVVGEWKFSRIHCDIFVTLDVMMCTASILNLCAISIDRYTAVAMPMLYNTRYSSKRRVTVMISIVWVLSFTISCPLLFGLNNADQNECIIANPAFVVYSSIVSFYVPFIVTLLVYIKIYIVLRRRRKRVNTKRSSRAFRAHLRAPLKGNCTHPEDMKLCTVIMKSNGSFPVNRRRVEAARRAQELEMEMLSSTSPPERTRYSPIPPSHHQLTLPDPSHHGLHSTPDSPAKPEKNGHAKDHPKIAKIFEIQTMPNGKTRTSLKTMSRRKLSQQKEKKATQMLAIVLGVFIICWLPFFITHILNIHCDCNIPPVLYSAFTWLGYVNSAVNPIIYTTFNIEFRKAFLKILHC
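Cells plated overnight at 30 C with tetracycline; no-wash calcium dye, 30–90 min RT; 10 s baseline; compound pinned; 180 s read; EC80 dopamine added; another 180 s read.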
D1 PAM: enhances dopamine response at the human D1 receptor | 360,000 compounds, 0.036% hits | HEK293 TREx D1 cells, calcium flux, dopamine EC20 potentiation | potentiation, % at 10 µM | P21728; in the data active = potentiation above about 30%; also: 0% is about no effect
D2 agonist: activates the human D2 dopamine receptor; P14416; HEK293 T-REx D2 cells, calcium flux agonist mode; activation, % at 2 µM; 340,000 compounds, 0.53% hits;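 active = activation over 3 SD above normal in the single-dose calcium agonist read, cut at about 30% in these data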; also: 0% is about no effect
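Agonism is scored from calcium flux in a force-coupled, inducible HEK293 cell line expressing D2, read kinetically for 180 s after compound addition against dopamine controls.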
RXFP1 antag: RXFP1 (human) relaxin receptor antagonism. Q9HBX9. 350,000 compounds, 0.59% hits. HEK293-RXFP1, relaxin-stimulated cAMP HTRF, 30 min; active compounds read low. activity change, negative = inhibition, % at 57.5 µM. AID 1259400;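 active = activity change of -60% or lower, but not beyond a set lower limit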; also: % is scaled to controls: 0 for no effect and ±100 for the full control effect
D1 antagonist: blocks dopamine activation of the human D1 receptor; P21728; HEK293 TREx D1 cells, calcium flux, dopamine EC80; active compounds read low; activity change, negative = inhibition, % at 10 µM; 360,000 compounds, 3.2% hits; AID 504652; in the data active = activity change below about -30%; also: % is scaled to controls: 0 for no effect and ±100 for the full control effect
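Cells carrying a force-coupled, tetracycline-inducible human D1 receptor report calcium flux. Each well gets a 10 s baseline, compound with 180 s monitoring, then an EC80 dopamine stimulus with a second 180 s kinetic read.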
D2 potentiator: positive allosteric modulators of human D2 dopamine receptor; HEK293 T-REx D2, calcium flux, EC20 dopamine potentiation; potentiation, % at 10 µM; 340,000 compounds, 0.34% hits;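 active = potentiation over 3 SD above the plate norm, cut at about 30% in these data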; also: 0% is about no effect
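Cells plated with tetracycline inducer and held overnight at 30 C; calcium dye loaded 30–90 min at room temperature; baseline taken, compound added and read 180 s; EC20 dopamine then added and read 180 s.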
RXFP1 agonist: activates the human relaxin receptor RXFP1; HEK293T-RXFP1 cAMP TR-FRET, 30 min; response scale: percent of porcine relaxin response, buffer zero; 370,000 compounds, 0.3% hits; Potency, µM (highest dose often 57.5 µM), without a hit: top-dose activation, actives largely listed as activators; active = well fitted activation curve with a large enough effect; also: potency is read from the fitted curve at half-maximal effect; % is scaled to controls: 0 for no effect and ±100 for the full control effect; nearly all actives have a fitted effect of over 60% in size; many of its hits are not listed in these tables
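HEK293 cells stably expressing RXFP1, treated 30 min at 37C with compounds plus PDE4 inhibitor Ro 20174; cAMP measured by HTRF TR-FRET. Normalized to buffer and 29 nM porcine relaxin; EC50 by Hill fit.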
TRHR PAM: allosterically enhances the human TRH receptor. TRHR cells, fluo-8 calcium fluorescence, EC20 TRH enhancement. 360,000 compounds, 0.66% hits. enhancement, % at 2 µM. AID 493056. P34981; in the data active = enhancement above about 30%; also: 0% is about no effect
Target sequence (P34981 whole entry, looked up): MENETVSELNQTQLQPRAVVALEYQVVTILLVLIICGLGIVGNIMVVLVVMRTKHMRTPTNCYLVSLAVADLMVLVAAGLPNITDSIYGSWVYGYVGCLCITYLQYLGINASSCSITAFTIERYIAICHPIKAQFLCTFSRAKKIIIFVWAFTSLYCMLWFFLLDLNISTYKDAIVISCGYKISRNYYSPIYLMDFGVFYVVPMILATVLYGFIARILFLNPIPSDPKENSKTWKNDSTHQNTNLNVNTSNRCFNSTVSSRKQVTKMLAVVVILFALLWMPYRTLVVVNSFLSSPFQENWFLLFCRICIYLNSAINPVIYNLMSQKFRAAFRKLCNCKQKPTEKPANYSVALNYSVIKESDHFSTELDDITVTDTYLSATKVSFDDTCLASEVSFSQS
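Enhancer read-out: after compound pinning and an initial kinetic agonist-mode read, an EC20 of TRH (10 nM final) was injected and fluo-8 calcium signal (Ex 480/Em 530) followed at 1 s/cycle for 100 cycles in TRHR-expressing cells.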
Numbers without * were called inactive; · = no result given; & = joins results of further samples. This is a subset; the hit share may differ from the screen's.

SMILES,D1 ag,D2 antagonist,D1 PAM,D2 agonist,RXFP1 antag,D1 antagonist,D2 potentiator,RXFP1 agonist,TRHR PAM
COc1ccc(-c2cc3nc(C)c(CCC(=O)Nc4ccc(F)cc4F)c(C)n3n2)c(OC)c1,0,·,3,-0.3,·,-8,-6,3.0%,3
COc1ccccc1N1CCN(C(CNC(=O)C(=O)NCCc2ccccc2)c2cccnc2)CC1 (configuration not stated),-2,·,-1,-0.5,-29,7,5,0.9%,14
O=C(Nc1ccc(-c2nc3ccccc3s2)cc1)c1cc(-n2cnnc2)ccc1Cl,7,-15,-13,-0.6,-13,-42*,-12,-2.1%,0
O=S(=O)(c1ccc(-c2nnco2)cc1)N1CCCCC1,2,0,6,0.0,-13,4,-5,4.8%,7
CCOC(=O)c1[nH]c2cc3c(cc2c1NC(=O)CN1CCCC1)OCO3,1,-7,2,0.2,11,-11,-10,0.1%,-6
COc1ccc(N2CCN(S(=O)(=O)c3cn(C)c(=O)n(C)c3=O)CC2)cc1,0,6,-3,1.2,5,-10,-2,0.0%,-1
Cc1ccc(NC(=O)c2cc(F)c(F)cc2Cl)nc1,0,-2,-6,0.5,11,17,0,1.2%,-3
CC(/C=C/c1ccccc1F)=N\NC(=O)c1cccc(F)c1,-1,-7,-4,0.1,0,28,-4,-0.5%,-5
CC(C)c1ccc(NC(=O)CN2C(=O)NC3(CCCC3)C2=O)cc1,0,13,-5,0.3,-15,-8,-12,-1.7%,-1
COc1ccccc1-c1nnc(NC(C)=O)s1,1,6,12,0.3,2,0,-8,5.6%,7
Cc1cccc(C(C)(C)C)c1OCCn1ccnc1,3,·,-8,·,-1,-17,·,-0.8%,-2
CCOC(=O)c1cnc2c(CC)cccc2c1NCCCN1CCOCC1,1,6,0,-0.3,-3,1,-14,-1.2%,8
CCCCNC(=O)N(O)C1N(/N=C/c2ccccc2F)C(=S)SC1(C)C (configuration not stated),1,-10,-7,-1.3,-10,8,5,0.3%,2
O=C(CSc1nc2ccc(Nc3nc(N4CCOCC4)nc(N4CCOCC4)n3)cc2s1)Nc1ccccc1Cl,2,-10,1,0.4,-14,7,2,-1.5%,-1
OC1=C(O)c2nc3ccccc3nc21,3,-3,-5,1.4,18,-2,-3,-0.1%,5
CSc1ccc(CNC(=O)C2CCN(c3nnc(-n4cccc4CNc4ccc(C)cc4)s3)CC2)cc1,-2,·,-5,-0.4,2,6,5,0.1%,-8
Cc1cc(C)nc(N2CCCC(C(=O)NCCC3=CCCCC3)C2)n1 (configuration not stated),-1,5,-1,3.9,-2,-3,-4,0.0%,14
CCc1nc2nc(C)cc(Nc3ccc(F)c(Cl)c3)n2n1,0,·,-1,0.2,-8,4,4,1.5%,-4
Cc1ccc(NC(=O)C2CCCN(S(=O)(=O)c3cnc[nH]3)C2)cc1C (configuration not stated),0,-16,-3,0.7,·,4,13,0.4%,-3
C=Cn1c(N2CCOCC2)nc2c1c(=O)[nH]c(=O)n2C,0,-8,-4,1.7,-11,-2,·,2.1%,-2
CCOC(=O)C1CCN(S(=O)(=O)c2ccc3c(c2)CCN3C(=O)C2CCC2)CC1,7,1,1,2.1,4,-5,2,0.0%,4
Cc1cc(C)cc(NC(=S)NC2CC3CCCC(C2)N3CC(C)C)c1 (configuration not stated),6,8,-4,-0.2,-1,5,-9,-0.9%,-2
COc1ccc(Oc2ncnc3c2ncn3Cc2ccccc2)cc1,0,5,-1,-0.1,-4,6,13,0.6%,4
O=[N+]([O-])c1ccc(S(=O)(=O)N2CCn3cccc3C2c2ccccc2F)cc1 (configuration not stated),-1,·,-3,·,3,·,17,0.6%,5

Ordered by formula weight (largest number first): part of the list above.
SMILES,D1 ag,D2 antagonist,D1 PAM,D2 agonist,RXFP1 antag,D1 antagonist,D2 potentiator,RXFP1 agonist,TRHR PAM
CSc1ccc(CNC(=O)C2CCN(c3nnc(-n4cccc4CNc4ccc(C)cc4)s3)CC2)cc1,-2,·,-5,-0.4,2,6,5,0.1%,-8
COc1ccccc1N1CCN(C(CNC(=O)C(=O)NCCc2ccccc2)c2cccnc2)CC1 (configuration not stated),-2,·,-1,-0.5,-29,7,5,0.9%,14
Cc1ccc(NC(=O)C2CCCN(S(=O)(=O)c3cnc[nH]3)C2)cc1C (configuration not stated),0,-16,-3,0.7,·,4,13,0.4%,-3

New compounds follow.
SMILES,D1 ag,D2 antagonist,D1 PAM,D2 agonist,RXFP1 antag,D1 antagonist,D2 potentiator,RXFP1 agonist,TRHR PAM
CS(=O)(=O)N1CCc2cc(C(=O)N3CCN(c4ccccc4F)CC3)ccc21,1&0,12,2&-1,0.5&-0.6,6&2,7&6,-18&8,-0.9%&-3.2%,-4&15
COc1ccc(/C=C2/SC(=O)N(CCC(=O)Nc3ccc(C)cc3)C2=O)cc1OC,1,-5,-4,0.1,·,5,-4,-28%,1
CN1CCN(c2nc(Nc3ccccc3)nc(N)c2[N+](=O)[O-])CC1,1,83*,-4,-1.3,-7,0,-25,0.6%,3
CCOc1ncccc1C(=O)NCCCSc1ccccc1,3,6,-5,-1.0,3,-2,8,-0.1%,10
CCc1cccc(C)c1NC(=O)N(C)C1CCCCC1,4,-11,-1,-1.5,-5,20,9,4.8%,-2
COc1ccc(N2CCN(C(=O)COC(=O)c3cccc(S(=O)(=O)Nc4ccccc4OC)c3)CC2)cc1,7,3,3,-1.1,-7,12,-10,0.0%,-3
CCC1(C)NC(=O)N(CC(=O)Nc2sc3c(c2C(=O)OC)CCCCC3)C1=O (configuration not stated),1,-8,-2,-0.5,7,-2,6,1.5%,-5
Cc1csc(SCC(=O)Nc2nc3ccccc3s2)n1,-2,13,-2,-0.8,-13,-2,-4,-2.6%,-1
CC(Sc1ccccc1)C(=O)N1CCN(S(=O)(=O)c2ccccc2C(F)(F)F)CC1 (configuration not stated),10,-18,-2,1.4,-15,14,20,0.1%,0
O=C1N(Cc2cccc(Cl)c2)C[C@@H]2C[C@@H](c3ccc4nonc4c3)N3CCC[C@@]123,8,-2,-5,-0.7,-3,-36*,-5,-3.1%,-1
COc1ccc(-c2c(C)c3ccc(O)c(CN4CCCC(C)C4)c3oc2=O)cc1OC (configuration not stated),0,·,-2,0.3,14,-16,-5,23%,1
Cc1cc(C)c(C(=O)COC(=O)C2CCN(c3ccc(C(F)(F)F)cn3)CC2)cc1C,6,22,-6,1.1,·,25,1,1.1%,-8
CCOC(=O)N1CCC(NC(=O)c2ccc3c(c2)N(Cc2cc(C)ccc2C)C(=O)c2ccccc2S3=O)CC1 (configuration not stated),3,·,-2,-0.4,·,-1,-4,1.4%,0
O=C(c1ccco1)N1CCN(c2cc(=O)n(-c3ccc(Cl)cc3)c(=O)[nH]2)CC1,-2,-3,1,1.2,·,-1,9,0.0%,-9
S=c1[nH]nc(COc2ccc(Cl)cc2)n1Cc1ccco1,1,-1,-5,0.0,-21,8,2,3.0%,-1
Cc1nn(-c2ccccc2)c2c1/C(=N/O)CC(C)(C)C2,2,-1,-11,1.0,-2,-3,3,-2.7%,-3
O=C(NC1CCCCC1)c1ccc(Cl)c(NC(=O)c2ccccc2F)c1,2,1,0,-0.4,·,5,6,0.5%,7
O=C(CN1CCN(c2ccccc2F)CC1)Nc1ccc2c(c1)CCC2,0,69*,-5,-0.8,-5,7,-22,0.0%,-4
Nc1c(Cl)cc(Cl)cc1C(=O)OCC(=O)NC1CC1,2,-23,-6,-0.2,6,6,-4,2.9%,9
O=S(Cc1ccccc1)CC(O)(c1ccccc1)c1ccccc1 (configuration not stated),-1,11,-1,-0.1,-1,-3,4,-0.4%,-1
O=C(CCC(=O)N1Cc2ccccc2Oc2ncccc21)Nc1ccc(Cl)cc1,6,·,-4,-2.0,7,-4,-7,-0.2%,3
CC(=O)NCC1CCCN(c2nc3nonc3nc2N(C)Cc2ccccc2)C1 (configuration not stated),2,·,-2,·,-6,2,·,0.4%,-4
CC(C)(C)Nc1nc(NC(C)(C)C)nc(-n2ccnc2)n1,2,3,4,-0.1,-21,8,16,0.8%,5
Cc1c(C(=O)N2CCOCC2)c(S(=O)(=O)Nc2cccc(C#N)c2)c(C)n1C,2,·,-3,·,3,-49*,-3,1.3%,8

D1 antagonist, hit marks shown above.
compound	D1 ag	D2 antagonist	D1 PAM	RXFP1 antag	D1 antagonist	D2 potentiator	TRHR PAM
O=C(Nc1ccc(-c2nc3ccccc3s2)cc1)c1cc(-n2cnnc2)ccc1Cl	7	-15	-13	-13	-42*	-12	0
O=C1N(Cc2cccc(Cl)c2)C[C@@H]2C[C@@H](c3ccc4nonc4c3)N3CCC[C@@]123	8	-2	-5	-3	-36*	-5	-1
Cc1c(C(=O)N2CCOCC2)c(S(=O)(=O)Nc2cccc(C#N)c2)c(C)n1C	2	·	-3	3	-49*	-3	8

Additional compounds follow:
SMILES,D1 ag,D2 antagonist,D1 PAM,D2 agonist,RXFP1 antag,D1 antagonist,D2 potentiator,RXFP1 agonist,TRHR PAM
Cc1ncc([N+](=O)[O-])n1CCOC(=O)Nc1ccc([N+](=O)[O-])cc1,5,-1,0,-0.6,-7,-6,7,-1.4%,7
COc1cc(NC(=O)C2CCCN(S(=O)(=O)c3ccc4c(c3)CCCN4C(C)=O)C2)cc(OC)c1 (configuration not stated),6,-1,-9,-0.8,-4,-17,5,0.2%,5
O=C(NCc1ccco1)C(=O)c1cn(CC(=O)N2CCCCC2)c2ccccc12,-3,-11,-2,1.1,-12,9,-5,-1.2%,-5
CNC(=O)CCCCC(=O)N/N=C/c1ccc(Cl)cc1Cl,3,-9,-6,-0.6,-7,-7,-2,-0.9%,-4
COCCCNC(=O)CSc1nc2c(sc3ccccc32)c(=O)n1CCc1ccccc1,0,·,-2,0.4,·,6,2,1.1%,-1
Cc1ccc(S(=O)(=O)N2CCOCC2)cc1NC(=O)Cn1cc(C(F)(F)F)cc(Cl)c1=O,-1,2,0,-0.7,·,9,10,7.2%,-5
O=C(CC1Nc2ccccc2NC1=O)Nc1cc(Cl)cc(Cl)c1 (configuration not stated),0,2,3,0.2,-11,0,1,1.0%,7
Cc1ccccc1N(CC(=O)NCc1ccc2c(c1)OCO2)C(=O)C1CSC(=O)C1 (configuration not stated),4,-1,-8,-0.2,-10,19,12,-0.4%,-1
O=C(Cc1nc(-c2ccc(Br)s2)cs1)NCCN1CCOCC1,0,26,1,-1.3,-10,-8,4,-1.2%,-3
Cc1noc(C)c1COc1ccc(C(=O)NCCOc2ccccc2)cc1,6,-11,-1,0.1,5,0,11,1.6%,2
O=C(NCCc1ccccc1)c1ccc(Cn2c(SCc3cccc(F)c3)nc3cccnc32)cc1,8,·,0,-0.8,-13,4,-11,-0.6%,-3
Cc1ccc(-n2nc3c(c2NC(=O)c2ccc4c(c2)OCO4)CS(=O)C3)c(C)c1 (configuration not stated),1,12,2,-0.1,-8,-52*,-11,0.2%,-14
Cc1ccc(-n2ncc(C(=O)NCCCN3CCCCC3)c2C2CCN(C(=O)OC(C)(C)C)CC2)c(C)c1,5,·,5,1.5,-7,12,-4,21%,-13
Cn1cc(S(=O)(=O)NC2CCCC2)c(=O)n(C)c1=O,1,0,-1,1.2,-5,-3,0,0.4%,0
